TAAR1 antagonist: antagonists of human TAAR1; Q96RJ0; CHO RD-HGA16 TAAR1, Fluo-8 calcium fluorescence, antagonist; inhibition, % at 3 µM; hit rate 1.5% among 360,000; AID 624466;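 active = inhibition above a per-plate cutoff, the mean inhibition of test compounds on that plate plus 3 SD, cut at about 49% in these data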;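 also: 0% = DMSO plus EC80 beta-PEA response and 100% = DMSO alone without agonist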
Target sequence (Q96RJ0 whole entry, looked up): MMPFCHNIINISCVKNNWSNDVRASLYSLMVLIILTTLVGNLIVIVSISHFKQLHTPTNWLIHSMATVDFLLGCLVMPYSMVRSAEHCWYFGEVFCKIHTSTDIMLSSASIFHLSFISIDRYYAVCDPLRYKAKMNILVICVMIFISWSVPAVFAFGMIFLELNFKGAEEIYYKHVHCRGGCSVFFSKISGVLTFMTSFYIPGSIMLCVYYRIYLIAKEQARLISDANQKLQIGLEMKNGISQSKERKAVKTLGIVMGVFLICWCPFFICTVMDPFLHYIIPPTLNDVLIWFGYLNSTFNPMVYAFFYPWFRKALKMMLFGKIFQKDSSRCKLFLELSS
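System: CHO RD-HGA16 cells bearing hTAAR1. Reagent: EC80 β-phenethylamine stimulus. Schedule: seeding 17-24 h prior, 75-min 37 °C, 30-min RT dye loading. Signal: Fluo-8 intracellular calcium dye fluorescence, real-time kinetic reads. Read-out: % inhibition from peak post-agonist over basal fluorescence ratio. Benchmarks: vehicle wells and EC80 agonist wells. Replicates: n of 1.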
CHO-K1 Ca PAM: nonselective activator or artifact in parental CHO-K1 calcium assay; hit rate 0.02% among 360,000; AID 602247; activation, % at 3 µM; ATP EC20, Fluo-8 calcium fluorescence; 0% at ATP EC20, 100% at ATP max;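 active = activation above the run cutoff, the mean activation of all test compounds plus 3 SD, cut at about 40% in these data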;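 also: peak over basal fluorescence ratio in a 140 s read after ATP addition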
CHRM1 antagonist: human CHRM1 antagonism. P11229. hit rate 1.3% among 360,000. CHO-K1 hM1, Fluo-8 calcium fluorescence, ACh EC80 antagonist. inhibition, % at 3 µM. AID 588852;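 active = percent inhibition above its own plate's cutoff, namely the mean of that plate's compound wells plus 3 SD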;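 also: peak over basal fluorescence ratio during 140 s after agonist addition; 0% = ACh EC80 plus DMSO and 100% = DMSO alone without agonist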
Target sequence (P11229 whole entry, looked up): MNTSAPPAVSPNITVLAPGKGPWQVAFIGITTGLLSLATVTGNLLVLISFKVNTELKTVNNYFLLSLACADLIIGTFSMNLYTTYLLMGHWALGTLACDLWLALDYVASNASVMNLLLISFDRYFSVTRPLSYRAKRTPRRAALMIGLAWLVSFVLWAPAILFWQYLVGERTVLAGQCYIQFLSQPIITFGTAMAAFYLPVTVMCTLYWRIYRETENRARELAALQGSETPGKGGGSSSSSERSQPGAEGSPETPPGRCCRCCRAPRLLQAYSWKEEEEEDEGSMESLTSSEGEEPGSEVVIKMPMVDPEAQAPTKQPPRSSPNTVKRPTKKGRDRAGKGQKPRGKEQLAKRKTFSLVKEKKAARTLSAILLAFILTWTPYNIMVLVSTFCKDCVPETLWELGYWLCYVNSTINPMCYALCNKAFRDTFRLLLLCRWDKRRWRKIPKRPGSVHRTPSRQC
M1 ag: activates human CHRM1 receptor | P11229 | CHO-K1 hM1, Fluo-8 calcium fluorescence, agonist mode; 0% DMSO, 100% acetylcholine EC100 | activation, % at 3 µM | hit rate 0.33% among 360,000;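 active = activation above the run's mean compound activation plus 3 SD, cut at about 16% in these data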;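 also: peak over basal fluorescence ratio within a 140 s kinetic read after compound addition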
TAAR1 agonist: human TAAR1 agonism; CHO RD-HGA16 TAAR1, Fluo-8 calcium fluorescence; vehicle wells 0%, saturating PEA agonist 100%; AID 624467; hit rate 0.99% among 360,000; activation, % at 3 µM; Q96RJ0;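 active = activation above the mean activation of all test compounds in the run plus 3 SD, cut at about 38% in these data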
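Test system: RD-HGA16 (CHO) cells co-expressing Gα16 and hTAAR1 / Benchmarks: DMSO vehicle as 0%, PEA at EC100 as 100% / Repeats: no replicates (n 1) / Measure: % activation from peak over basal fluorescence ratio, DMSO-to-PEA scaled / Timing: 17-24 h plating, Fluo-8 75 min 37 °C, 30 min RT / Technique: kinetic Fluo-8 calcium fluorescence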
CHO-K1 Ca ag: nonselective activator or artifact in parental CHO-K1 cells; activation, % at 3 µM; AID 602248; hit rate 0.48% among 360,000; Fluo-8 calcium fluorescence; scaled to maximal ATP response, vehicle zero; in the data active = activation above about 15%;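 also: untransfected CHO-K1 host cells lacking M1 receptor as counterscreen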
M1 PAM: human CHRM1 positive allosteric modulation. P11229. CHO-K1 hM1, Fluo-8 calcium fluorescence, ACh EC20; 0% = ACh EC20, 100% = maximal ACh. activation, % at 3 µM. hit rate 0.088% among 360,000. AID 588819; in the data active = activation above about 19%, passing the limit was not always enough
CHO-K1 Ca antag: counter-screen for M1 antagonists: effect in parental CHO-K1 cells | ATP-induced calcium, Fluo-8 fluorescence | inhibition, % at 3 µM | hit rate 0.6% among 360,000;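 active = inhibition above a per-plate cutoff, the plate's mean sample inhibition plus 3 SD, cut at about 24% in these data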;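 also: 0% = DMSO plus EC80 ATP and 100% = DMSO alone without ATP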
CHO parental Ca: counter-screen for OX1R antagonists: effect in parental CHO cells; AID 463079; inhibition, % at 5.6 µM; parental CHO-K1, ATP-induced calcium, Fluo-8 fluorescence; hit rate 0.63% among 330,000;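 active = inhibition above that plate's mean sample inhibition plus 3 SD, cut at about 26% in these data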;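 also: 0% = ATP-challenged DMSO wells and 100% = DMSO wells without ATP; some compounds past the cut are filed as inactive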
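Material: parental CHO cells / Compound: single nominal dose of 5.6 µM per compound / Signal: Fluo-8 fluorescence / Replicates: singlicate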
Starred values were filed as active, the others as inactive; nt = not tested or not shown.

SMILES	TAAR1 antagonist	CHO-K1 Ca PAM	CHRM1 antagonist	M1 ag	TAAR1 agonist	CHO-K1 Ca ag	M1 PAM	CHO-K1 Ca antag	CHO parental Ca
CCCCC(=O)NS(=O)(=O)c1ccc(NS(C)(=O)=O)cc1	-8	-8	-5	-3	2	-0.1	1	3	-2
Cc1ccc(C2CC2c2n[nH]c(=S)n2-c2cccc(Cl)c2)cc1 (stereo not given)	-5	-14	1	-5	-3	-0.3	-2	13	24
CCOc1ccc(CCN2C(=O)C(=O)N([C@@H](Cc3ccc(O)cc3)CN3CCC[C@@H]3CN3C(=O)C(=O)NC[C@@H]3Cc3ccccc3)C[C@@H]2Cc2ccccc2)cc1	-23	3	-1	-6	2	0.2	2	12	nt
COC(=O)Cc1[nH]n(-c2nc3ccccc3s2)c(=O)c1C(C)=O	0	13	-13	-2	5	0.1	6	-12	5
Cc1ccc(CNC(=O)Nc2ccc(Cl)cc2)cc1	-24	-24	10	-2	2	0.5	-2	12	-3
CCC(=O)NC(c1ccc(C)cc1)c1ccc2cccnc2c1O (stereo not given)	-13	11	-18	-2	3	1.1	10	-9	-22
CC(C)(C)C(=O)Nc1cc(NC(=O)C(C)(C)C)cc(C(=O)NNC(=O)c2ccncc2)c1	-6	21	-15	-3	4	0.8	10	-2	-5
CCSc1nc2ccccc2n1Cc1ccccc1F	1	1	-2	-6	7	0.3	1	-7	-14
CC(C)(C)c1ccc(C(=O)NCc2nnc(SCC(=O)NCC3CCCO3)o2)cc1 (stereo not given)	-13	-9	9	-1	4	0.1	7	6	0
CCO[C@@H]1OC(C(=O)NC2CC2)=C[C@H](C)[C@H]1CCCO	13	-7	-10	-2	7	-0.2	2	-9	-5
CC[n+]1ccccc1/C=C1\Sc2ccc(C)cc2N1C	4	7	-10	-10	4	0.0	12	-15	-5
CC(=O)N1CCN(CC(O)COc2ccc(S(=O)(=O)N3CCOCC3)cc2)CC1 (stereo not given)	26	8	-21	-5	0	-0.2	15	-21	-8
Cc1cc(C(F)(F)F)nc(SCCN2CCCCC2)c1C#N	-2	22	-10	-9	1	1.4	-3	-10	-9
CCn1c2ccccc2c2nnc(NN)nc21	13	-3	12	-12	3	1.9	-9	8	-23
O=C(NNC(=O)c1cc(-c2ccccc2)nn1-c1ccccc1)c1ccccc1	-22	19	-6	-7	4	1.4	3	-3	-5
N#CC(=C1NC(=O)c2ccccc21)c1nc2ccccc2n1CCO	38	8	17	-2	14	4.8	-14	1	nt
Cn1c(CSc2nc3ccccc3s2)nnc1SCC(=O)NCCN1CCOCC1	nt	6	-1	-7	nt	0.4	-3	-12	-2
O=C(NC1CC1)C(Cl)c1ccccc1 (stereo not given)	8	-20	6	-1	0	0.0	1	9	-11
CC(=O)NNC(=O)c1cc2c3ccccc3n(C)c2s1	-11	16	6	2	3	-0.3	2	-14	-5
Cc1cc(C)nc(NC(=O)c2cnc3sccn3c2=O)n1	10	19	-9	-1	0	-0.3	10	-6	10
Cc1cccc(OCCNc2nc3c(c(=O)n(C)c(=O)n3C)n2C)c1	-13	-8	4	0	2	1.8	3	-16	-19
O=C(Cc1cccs1)N(Cc1ccco1)C1(C(=O)NC2CCCCC2)CCCCC1	-3	20	-5	-2	14	0.7	6	-12	-2
COc1cc([N+](=O)[O-])cc(/C=N/NC(=O)C(O)(c2ccccc2)c2ccccc2)c1O	8	-7	-18	-2	1	-0.8	22	10	-11
CCCNC(=O)c1onc(CSc2ccccn2)c1C(=O)NCCC	-8	10	-9	0	2	-0.6	9	-17	-8
N#Cc1c(N)nc2c3c(sc(=N)c2c1N)NC(=O)CC3c1ccccc1Cl (stereo not given)	-12	36	-16	-1	29	14	14	-19	-8
CCc1ccc(C(O)c2ncc(-c3ccccc3C)[nH]2)cc1 (stereo not given)	-5	4	-8	6	7	6.1	14	-5	nt
O=C(NCC(c1ccco1)N1CCc2ccccc21)C(=O)Nc1ccccc1 (stereo not given)	2	-19	-6	-3	-2	-0.3	2	25*	-26
CCN1CCN(c2ccc(NC(=O)c3cccc(OCc4ccccc4)c3)cc2)CC1	-1	17	81*	-4	18	1.1	-21	-1	-15
COc1ccc(S(=O)(=O)N2CCC(O)(c3cccnc3)CC2)cc1OC	3	7	-7	-7	4	0.2	5	-12	-16
CCC(C)Sc1ccc([C@H]2N[C@@](Cc3ccccc3)(C(=O)OC)[C@H]3C(=O)N(CC)C(=O)[C@@H]23)cc1 (stereo not given in full)	26	22	-2	2	5	0.6	3	-12	-25
COc1ccccc1NC(=O)c1c[nH]c2ccccc12	-8	-7	-8	-5	-2	-0.3	2	-11	-11
CC1CN(S(=O)(=O)c2ccc(C(=O)Nc3nnc(-c4ccco4)o3)cc2)CC(C)O1 (stereo not given)	6	27	-12	-6	3	0.2	11	-14	3
O=C(CSc1nccn1-c1ccc(Cl)cc1)Nc1ccc2c(c1)OCO2	19	15	-2	-3	0	0.7	-1	-13	-16
COc1ccccc1NC(=O)COC(=O)C1CCN(/C=C/C(=O)C(F)(F)F)CC1	-10	3	-7	0	0	1.3	5	-3	-2
CCCCn1c(SCC(=O)NCc2ccco2)nnc1-c1ccco1	-3	17	-6	-3	9	5.0	4	-16	-5
Cc1cc2nc3c(c(C(F)(F)F)n2n1)CCCC3	15	7	1	-3	1	0.6	2	-11	-5
O=C(COc1ccc(-c2nnco2)cc1)Nc1ccc(C(F)(F)F)cc1	-43	6	-8	0	7	2.4	1	-3	-4
CC1=CC2=NCC(O)CN2C=C1 (stereo not given)	20	10	2	-3	0	0.0	-1	-10	-11
CSc1ccc(/C=N/NC(=O)c2sccc2C)cc1	-21	17	-11	0	11	0.8	9	-9	28
O=C(C1=NN[C@@H]2C(=O)N(c3cccc(F)c3)C(=O)[C@H]12)C(c1ccccc1)c1ccccc1	16	11	10	-5	0	0.4	-5	-3	-11
CCC1(c2ccc(F)cc2)NC(=O)N(CC(=O)Nc2ccc(-c3nc4ccc(C)cc4s3)cc2)C1=O (stereo not given)	24	16	1	-1	3	1.7	11	-1	11
NS(=O)(=O)c1ccc(CNC(=S)NCc2ccc(F)cc2)cc1	0	0	1	-1	3	1.4	-2	-1	3
Cc1csc(=Nc2cccnc2)n1Cc1ccco1	18	2	-11	-16	0	-0.1	8	1	-9
CCOC(=O)/C(=N\Nc1ccccc1)c1csc(Nc2ccc(C)cc2)n1	-33	16	-10	-2	1	1.0	6	-27	-22
COc1ccc(S(=O)(=O)Nc2cc(C(=O)NC(C)C)ccc2N2CCOCC2)cc1	-11	8	-12	-5	4	1.1	6	-10	-14
C[C@H](CCC(=O)O)[C@H]1CC[C@H]2[C@@H]3C(=O)C[C@@H]4CC(=O)CC[C@]4(C)[C@H]3CC(=O)[C@]12C	-15	10	-36	-1	2	0.5	3	4	-4
CC(C)Cc1ccc(CN2CCCC(NC(=O)Cn3cnnn3)C2)cc1 (stereo not given)	-29	-7	-8	-7	0	1.4	10	-4	-13
CC(=O)Nc1ccc(NC(=O)C(C)OC(=O)CCC(=O)c2ccc(F)cc2)cc1 (stereo not given)	4	-1	2	-5	3	0.4	0	-3	-2
CC(NC(=O)C1CCCC1)c1ccc2c(c1)OCCO2 (stereo not given)	1	6	-8	0	11	0.7	-2	8	-14
Cc1ccc(C)n1-n1cnc2sc3c(c2c1=O)CCCCC3	10	-8	-1	-6	4	0.4	-6	-6	-30
COC(=O)/C=C/C1=CN(Cc2ccccc2)CCC1=O	2	3	3	-7	14	0.4	2	-13	-3
COc1ccc(C(C)C)cc1-c1cc(C(=O)NCc2cc(C(F)(F)F)cc(C(F)(F)F)c2)[nH]n1	-22	9	6	-5	1	0.3	-4	-3	nt
Cc1ccc(NS(=O)(=O)c2ccc3c(c2)CCN3C(=O)CCC(=O)O)cc1Cl	-11	7	-9	-1	1	1.8	6	-16	3

Fetched by structure from the entries so far:
SMILES	TAAR1 antagonist	CHO-K1 Ca PAM	CHRM1 antagonist	M1 ag	TAAR1 agonist	CHO-K1 Ca ag	M1 PAM	CHO-K1 Ca antag	CHO parental Ca
CC(C)Cc1ccc(CN2CCCC(NC(=O)Cn3cnnn3)C2)cc1 (stereo not given)	-29	-7	-8	-7	0	1.4	10	-4	-13
CCOC(=O)/C(=N\Nc1ccccc1)c1csc(Nc2ccc(C)cc2)n1	-33	16	-10	-2	1	1.0	6	-27	-22
CCC1(c2ccc(F)cc2)NC(=O)N(CC(=O)Nc2ccc(-c3nc4ccc(C)cc4s3)cc2)C1=O (stereo not given)	24	16	1	-1	3	1.7	11	-1	11
NS(=O)(=O)c1ccc(CNC(=S)NCc2ccc(F)cc2)cc1	0	0	1	-1	3	1.4	-2	-1	3
CC(NC(=O)C1CCCC1)c1ccc2c(c1)OCCO2 (stereo not given)	1	6	-8	0	11	0.7	-2	8	-14
C[C@H](CCC(=O)O)[C@H]1CC[C@H]2[C@@H]3C(=O)C[C@@H]4CC(=O)CC[C@]4(C)[C@H]3CC(=O)[C@]12C	-15	10	-36	-1	2	0.5	3	4	-4
COc1ccc(C(C)C)cc1-c1cc(C(=O)NCc2cc(C(F)(F)F)cc(C(F)(F)F)c2)[nH]n1	-22	9	6	-5	1	0.3	-4	-3	nt
